CHT inh = inhibitors of human choline transporter CHT. B-score at 10 µM. actives 0.86% (n = 310,000). Q9GZV3. CHT-expressing cells, membrane potential dye, choline response; hits give low values;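 active means B-score over 3 SD under the library average, and starting fluorescence ratio not unusually high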;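 further: choline stimulus applied at its EC90 after an EC20 pre-addition; B-score computed on integrated fluorescence ratio after choline addition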
Target sequence (Q9GZV3 whole entry, looked up): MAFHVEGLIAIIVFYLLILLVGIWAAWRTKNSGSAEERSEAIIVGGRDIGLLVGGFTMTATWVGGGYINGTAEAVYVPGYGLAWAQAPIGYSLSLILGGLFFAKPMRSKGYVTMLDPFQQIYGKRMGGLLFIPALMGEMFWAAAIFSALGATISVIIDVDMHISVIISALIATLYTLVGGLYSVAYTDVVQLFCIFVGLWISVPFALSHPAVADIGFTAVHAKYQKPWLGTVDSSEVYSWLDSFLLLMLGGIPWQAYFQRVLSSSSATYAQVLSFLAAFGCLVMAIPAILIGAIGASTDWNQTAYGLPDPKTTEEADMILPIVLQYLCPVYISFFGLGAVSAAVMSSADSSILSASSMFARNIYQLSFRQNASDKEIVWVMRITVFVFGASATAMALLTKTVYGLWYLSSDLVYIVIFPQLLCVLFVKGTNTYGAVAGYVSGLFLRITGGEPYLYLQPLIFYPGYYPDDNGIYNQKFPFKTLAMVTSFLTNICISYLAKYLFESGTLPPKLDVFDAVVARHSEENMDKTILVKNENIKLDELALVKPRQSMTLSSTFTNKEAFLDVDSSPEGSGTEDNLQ
CHT allo act = allosterically activates the human high affinity choline transporter. actives 0.49% (n = 310,000). CHT-expressing cells, membrane potential dye, choline EC20; hits give high values; LV-AA mutant CHT in HEK293 cells. AID 488977. B-score at 10 µM;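 active means initial fluorescence not abnormally high and integrated response B-score, plate-corrected, over 3 SD above library mean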
The depositor's hits bear a star; i = inactive.

Under each structure: CHT allo act	CHT inh
> CC1CCC2(CC1)NC(=O)N(CC(=O)c1ccc3c(c1)OCO3)C2=O (centres undefined)
  i	i
> Cc1ccnc(NC(=O)c2ccc(N3C(=O)CCC3=O)cc2)c1
  i	i
> CN(C)c1ccc(CCc2ccc(N)cc2)cc1
  i	i
> Cc1cc(S(=O)(=O)N2CCN(C(=O)c3ccco3)CC2)ccc1F
  i	i
> CSCC[C@H](NC(=O)C(C)Oc1ccc(Cl)cc1)c1nc2ccccc2[nH]1 (some centres undefined)
  i	i
> CC(=O)c1ccc(N2CCN(C(=O)CCc3ccccc3)CC2)cc1
  i	i
> CCn1c(SCC(=O)N/N=C/C=C/c2ccco2)nnc1-c1ccc(OC)cc1
  i	i
> COCc1c(C(=O)OCc2c(C)noc2C)oc2ccccc12
  i	i
> C#CCO[C@@H]1C[C@H](n2cnc3c(NC(=O)c4ccccc4)ncnc32)O[C@@H]1CO
  i	i
> CN(CC(=O)NCc1ccccc1)Cc1cccc(F)c1
  i	i
> Cc1ccc2c(c1)C(=O)C(=O)N2CCCOc1ccccc1C
  i	i
> COc1ccc2[nH]c(C)c(C(=O)CN3CCN(C/C=C/c4ccccc4)CC3)c2c1
  i	i
> CC(C)CN(C1CCS(=O)(=O)C1)S(=O)(=O)c1ccc2ccccc2c1 (centres undefined)
  i	i
> O=C(COC(=O)c1cccnc1Nc1ccccc1F)NCCN1C(=O)CSC1=O
  i	i
> Cc1cccc(NC(=O)Cc2ccc(Br)cc2)n1
  i	i
> O=C1c2ccccc2NC(c2cccc([N+](=O)[O-])c2)N1CCc1ccccc1 (centres undefined)
  i	i
> COc1ccccc1CNC(=O)C1CCN(S(C)(=O)=O)CC1
  i	i
> C=CCn1c(SCC(=O)NC(=O)NCC(C)C)nnc1C1CCCCC1
  i	i
> O=C(C1CCCN(S(=O)(=O)Cc2ccccc2)C1)N1CCC(Cc2ccccc2)CC1 (centres undefined)
  i	i
> CCC(=O)N1N=C(c2ccc(NS(=O)(=O)CC)cc2)CC1c1ccc(C)cc1 (centres undefined)
  i	i
> Cc1cnc(NC(=O)CCCSc2nc3ccccc3s2)s1
  i	i
> COc1ccc(CNc2nc(NCc3ccc(OC)cc3)n(S(C)(=O)=O)n2)cc1
  i	i
> N#Cc1nc(-c2ccccc2)oc1NCc1ccco1
  i	i
> Cc1ccc(CN2CCN(C(=O)CCc3ccccc3)CC2)cc1
  i	i
> CCOC(=O)CSc1nc2ccccc2c(=O)n1CC1COc2ccccc2O1 (centres undefined)
  i	i
> CC(=O)Nc1cccc(NC(=O)Nc2cccc(F)c2)c1
  i	i
> COc1cc(C(=O)OCCN2CCOCC2)ccc1O
  i	i
> O=C(CN1CCCN(Cc2ccc(F)cc2Cl)C1=O)NC1CCCCCC1
  i	i
> COc1nc(OC)nc(N(C)CCO)n1
  i	-12*
> CCCCn1c(CN2CCN(c3cccc(Cl)c3)CC2)nc2c1c(=O)n(C)c(=O)n2C
  i	-13*
> O=C(NCCS(=O)(=O)N1CCN(c2ccccc2F)CC1)c1cccs1
  i	i
> COc1cc(C(=O)N2CC(C)OC(C)C2)c([N+](=O)[O-])cc1OC (centres undefined)
  i	i
> Cc1noc(C)c1COC(=O)c1cc2c3ccccc3n(C)c2s1
  i	i
> CSc1nc2nc(C(F)(F)F)cc(-c3ccccc3)n2n1
  i	i
> CCOc1ccc(-c2ccc(SC)nn2)cc1
  i	i
> Cc1ccc(-n2c(SCC(=O)N(C)C3CCS(=O)(=O)C3)nc3ccccc3c2=O)cc1 (centres undefined)
  i	i
> COc1cccc(C(=O)Nc2cccc3cccnc23)c1OC
  i	i
> Cc1ccc(NC(=O)Nc2ccc(Cl)c(Cl)c2)nc1
  i	i
> Cc1cc(NC(=O)CSc2nccn2-c2ccc(F)cc2)no1
  i	i
> CCCc1c(O)c2ccccc2[nH]c1=O
  i	i
> CCOc1ccccc1NC(=S)N(CCC(C)C)C1CCN(C(C)=O)CC1
  i	i
> NC(=S)Nc1ncc(C(F)(F)F)cc1Cl
  i	i
> O=c1[nH]c2ccc(S(=O)(=O)N3CCCCC3)cc2s1
  i	i
> COc1ccc(NC(=O)NC2(C(=O)N3CCN4CCCC4C3)CCCCC2)cc1 (centres undefined)
  i	i
> CN(C(=O)COC(=O)CNC(=O)c1ccc(C(C)(C)C)cc1)c1c(N)n(Cc2ccccc2)c(=O)[nH]c1=O
  i	i
> CCN(CC)c1nc(Nc2ccccc2)nc(Oc2ccc(=O)n(C)n2)n1
  i	i
> OCC1CCCN(c2nc(CN3CCCCC3)nc3scc(-c4ccccc4)c23)C1 (centres undefined)
  i	i
> Cc1cccc(-c2noc(CCC(=O)NCC3CCCO3)n2)c1 (centres undefined)
  i	i
> CCCCOc1ccc(C(=O)NCCCC(=O)N2CCCCC2)cc1
  i	i
> S=c1nc(C23CC4CC(CC(C4)C2)C3)[nH][nH]1
  i	i
> O=C(O)c1ccccc1S(=O)(=O)Cc1ccccc1
  i	i
> Nc1ccc(Nc2nc(-c3cc4ccccc4oc3=O)cs2)cc1
  i	i
> COc1ccc(S(=O)(=O)n2nc(OC(=O)c3ccco3)cc2N)cc1
  i	i
> CNS(=O)(=O)c1cccc(C(=O)OCC(=O)N2CCCC2)c1
  i	i
> CCOc1c(Cl)cc(CNCc2ccncc2)cc1OC
  i	i
> O=C(CCSc1ccccc1)Nc1ncccn1
  i	i
> COc1ccc(/C=N/NC(=O)c2cc(OC)c(OC)c(OC)c2)cc1CN1CCc2cc(OC)c(OC)cc2C1C (centres undefined)
  i	i
> CCOc1ccc(/C=C2\SC(=S)N(CC(=O)N(CCO)C(C)(C)C)C2=O)cc1
  i	i
> CCCCN(C)C(=O)c1nc2ccccn2c1CN1CCN(C(=O)c2cccs2)CC1
  i	i
> Cc1cc(C(=O)CSc2nncs2)c(C)n1-c1ccc2c(c1)OCO2
  i	i

Next section:
Under each structure: CHT allo act	CHT inh
> C=CCn1c(SCC(=O)NCCc2ccccc2)nnc1C1CC1
  i	i
> CCCCCn1nc(C(=O)N(CC(C)C)c2c(N)n(CCCC)c(=O)[nH]c2=O)c2ccccc2c1=O
  i	i
> O=C1NC(=O)c2cc(NC(=O)c3cccc4ccccc34)ccc21
  i	i
> NNC(=O)c1cc(C23CC4CC(CC(C4)C2)C3)[nH]n1
  i	i
> Cc1nc2nc(SCC(=O)C(C)(C)C)[nH]c2cc1Br
  i	i
> CCOc1ccc(-n2c(-c3ccc(Br)cc3)c[n+]3c2CCCCC3)cc1
  i	i
> Cc1cccc(/C=N/n2c(C)nnc2C)c1
  i	i
> Cc1ccccc1OCCC(=O)N(CC(=O)Nc1ccccc1C(F)(F)F)Cc1ccco1
  i	i
> CC(NC(=S)Nc1ccccc1C(F)(F)F)C1CC2CCC1C2 (centres undefined)
  i	i
> COc1ccccc1NC(=O)C(=O)NCC(c1ccco1)N1CCc2ccccc21 (centres undefined)
  i	i
> O=c1cc(CN2CCN(S(=O)(=O)c3ccccc3[N+](=O)[O-])CC2)nc2sccn12
  i	i
> O=S(=O)(c1ccc(Cl)cc1)N1CCN(CCc2ccncc2)CC1
  i	i
> O=C(CN(C(=O)CCC(=O)Nc1nccs1)c1ccc(F)c(Cl)c1)NCC1CCCO1 (centres undefined)
  i	i
> c1ccc(-c2csc(Nc3ncccn3)n2)cc1
  i	i
> COCCN(C(=O)c1csnn1)C(C(=O)NC1CCCCC1)c1ccccc1F (centres undefined)
  i	i
> Cc1cc(/C=N/n2cnnc2)c(C)n1-c1ccc(OCc2ccccc2F)cc1
  i	i
> Cc1cc[n+](CC(=O)c2cccs2)cc1
  i	i
> O=C(N[C@@H](Cc1ccccc1)C(=O)O)c1ccc(C(F)(F)F)cc1
  i	i
> CCOC(=O)N1CCN(c2nc3ccccn3c(=O)c2C=O)CC1
  i	i
> CCCC1(CCC)NC(=O)N(CC(=O)c2cc(C)n(-c3ccc4c(c3)OCO4)c2C)C1=O
  i	i
> Cc1nnc2sc(SCc3ccccc3)nn2c1=O
  i	i
> Cc1n[nH]c(=S)n1/N=C/c1ccc(OCc2ccc(Cl)cc2)cc1
  i	i
> O=C(CSc1nnc(CNC(=O)c2ccc(F)cc2)o1)NCC1CCCO1 (centres undefined)
  i	i
> COc1cccc(CN(C(=O)c2cccs2)C2CCS(=O)(=O)C2)c1 (centres undefined)
  i	i
> COc1ncnc(-c2ccccc2)c1-c1ccccc1
  i	i
> O=C(c1cc2c(s1)CCC2)N1CCN(c2ccccc2)CC1
  i	i
> COc1ccccc1CCn1c(N)c(C#N)c2nc3ccccc3nc21
  i	i
> CC1CC(C)CN(S(=O)(=O)c2ccc(NC(=O)C3CSC4(C)CCC(=O)N34)cc2)C1 (centres undefined)
  i	i
> CCC(Oc1ccccc1)C(=O)OCC(=O)N(CC)c1c(N)n(Cc2ccccc2)c(=O)[nH]c1=O (centres undefined)
  i	i
> C/C(=N\NS(=O)(=O)c1cccc([N+](=O)[O-])c1)c1cc2ccccc2o1
  i	i

As a working copy, some entries already given:
Under each structure: CHT allo act	CHT inh
> CC1CC(C)CN(S(=O)(=O)c2ccc(NC(=O)C3CSC4(C)CCC(=O)N34)cc2)C1 (centres undefined)
  i	i
> CCC(Oc1ccccc1)C(=O)OCC(=O)N(CC)c1c(N)n(Cc2ccccc2)c(=O)[nH]c1=O (centres undefined)
  i	i
> C/C(=N\NS(=O)(=O)c1cccc([N+](=O)[O-])c1)c1cc2ccccc2o1
  i	i

Following part.
Under each structure: CHT allo act	CHT inh
> COc1ccc(C(=S)N2CCCCC2)cc1Br
  i	i
> COc1ccc(NC(=O)CSc2nnc(-c3cccnc3)o2)c(OC)c1
  i	i
> COc1ccc(NC2CC(=O)N(c3cc([N+](=O)[O-])ccc3C)C2=O)cc1 (centres undefined)
  i	i
> CCOC(=O)c1c(NC(=O)CSc2nnc(CNC(=O)c3ccco3)n2C)sc2c1CCC2
  i	i
> Cc1nc2c(C)cccc2cc1C(=O)N/N=C/c1ccc(O)cc1
  i	i
> COc1ccc(CNC(=O)CS(=O)Cc2nc(-c3ccc(OC)c(OC)c3)oc2C)cc1 (centres undefined)
  i	i
> CCCC(C(=O)NCc1ccccc1)N(C(=O)Cn1nnc(-c2cccs2)n1)c1ccc2c(c1)OCCO2 (centres undefined)
  i	i
> O=C(Nc1ccc(S(=O)(=O)N2CCCC2)cc1)Nc1ccc(F)cc1F
  i	i
> CCO[C@H]1OC(C(N)=O)=C[C@@H](C(C)(C)C)[C@@H]1CCCO
  i	i
> CC(=O)C1=C(O)C(=O)N(CO)C1c1ccccc1F (centres undefined)
  i	i
> Cc1cc(-c2csc(NC(=O)c3ccc(S(=O)(=O)N(C)C)cc3)n2)c(C)n1-c1ccccc1
  i	i
> COC(=O)c1ccccc1NC(=O)COc1ccc2c(c1)OCO2
  i	i
> CC(C)(C)c1ccc(C(=O)Nc2ccc(Cl)cc2)cc1
  i	i
> Cc1ccc(C(=O)Nc2c(-c3cccs3)nc3cc(C)ccn23)cc1
  i	i
> CC(=O)Nc1cccc(NC(=O)CSc2ccc(-c3cccnc3)nn2)c1
  i	i
> CNS(=O)(=O)c1cccc(C(=O)OCC(=O)c2ccc(S(=O)(=O)N3CCCCC3)cc2)c1
  i	i
> Cc1ccc(S(=O)(=O)N(C)c2ccc(C(=O)NCc3cccnc3)cc2)cc1
  i	i
> CC(=O)Oc1ccc(C(=O)Nc2ccccc2C(=O)N2CCCCC2)cc1
  i	i
> COc1cccc(-c2nc(CS(=O)(=O)CC(=O)NCCc3cc(OC)ccc3OC)c(C)o2)c1
  i	i
> CCC1(O)CC(C(=O)OC)=NN1C(=O)c1ccccc1 (centres undefined)
  i	i
> Cc1cc(C)cc(NC(=O)Cc2ccc(-n3cccc3)cc2)c1
  i	i
> O=C(COC(=O)c1cccc(Cl)c1)Nc1cc(Cl)ccc1Oc1ccccc1
  i	i
> COc1ccc(-c2cc(C3CCN(Cc4cccc(C(F)(F)F)c4)CC3)[nH]n2)cc1
  i	i
> CN(C)S(=O)(=O)Oc1ccccc1C(=O)Nc1cccc(C(F)(F)F)c1
  i	i
> Cc1ccc2c(c1)C(c1ccc(O)cc1)(c1ccc(O)cc1)C(=O)N2C
  6.4*	i
> CCNC(=O)C(=O)Nc1cc2c3c(c1)CCC(=O)N3CCC2
  i	i
> COc1ccc(OC)c(S(=O)(=O)N2Cc3ccccc3CC2C(=O)O)c1 (centres undefined)
  i	i
> COC(=O)C1=C(N)Oc2cc(C)[nH]c(=O)c2C1c1ccccc1OC (centres undefined)
  i	i
> Cc1cc(C(=O)Nc2nnc(C(F)(F)F)s2)cs1
  i	i
> O=C(Nc1ccccc1)N1CCN(C2c3ccccc3-c3ccccc32)CC1
  i	i
> CCOC(=O)Nc1nc(C)c(C(=O)N(C)C)s1
  i	i
> Cc1cccc(C)c1NC(=O)CCS(=O)(=O)c1cccc2nonc12
  i	i
> O=C(CSc1ncn[nH]1)Nc1nc(-c2cccc([N+](=O)[O-])c2)cs1
  i	i
> Cc1ccc(Cl)cc1N1CCN(S(=O)(=O)c2c(C)nc3scc(C)n3c2=O)CC1
  i	i
> O=C(NC1CCCCC1)C(c1cc2c(cc1[N+](=O)[O-])OCO2)N1CCCCC1 (centres undefined)
  i	i
> CCC(=O)Nc1nnc(S(=O)(=O)N(CC)c2cc(C)cc(C)c2)s1
  i	i
> Cc1noc(C)c1COc1ccc(CC(=O)NCc2ccccc2)cc1
  i	i

4 of these compounds, set out differently.
SMILES	CHT allo act	CHT inh
CN(C)S(=O)(=O)Oc1ccccc1C(=O)Nc1cccc(C(F)(F)F)c1	i	i
Cc1ccc2c(c1)C(c1ccc(O)cc1)(c1ccc(O)cc1)C(=O)N2C	6.4*	i
CCNC(=O)C(=O)Nc1cc2c3c(c1)CCC(=O)N3CCC2	i	i
COc1ccc(OC)c(S(=O)(=O)N2Cc3ccccc3CC2C(=O)O)c1 (centres undefined)	i	i
